TCR activator = activators of T cell receptors; primary human leukocytes, anti-CD3, IL-2 HTRF, 48 h; 330,000 tested, under 10 active; AID 504894; Potency, µM (top dose mostly 9.22 µM), inactives show top-dose activation of IL-2 secretion, actives largely listed as activators; note: % of control where 0% means no effect
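Primary human leukocytes incubated 48 hr with anti-CD3 beads plus compound, without co-stimulation. Secreted IL-2 measured by HTRF (europium cryptate/d2 anti-IL-2 pair, 320 nm excitation, 665 nm emission).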
Tb PFK block = blocks T. brucei phosphofructokinase. AID 485367. T. brucei PFK, ADP-Glo luminescence. Potency, µM (top dose mostly 57.5 µM), for the others: top-dose activity, negative = inhibition, most hits filed as inhibitors. 0.17% of 330,000 active;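 note: potency is the fitted concentration of half-maximal effect; 0% = uninhibited 1x PFK enzyme wells and -100% = no-enzyme wells; nearly all actives have a fitted effect of over 60% in size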
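Activity is normalized to no-enzyme wells (full inhibition) and 1.25 nM enzyme wells (no inhibition). Reaction: 0.5 mM F6P, 0.1 mM ATP, 45 min RT, ADP-Glo luminescence; concentration-response curves fitted and classed by quality.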
uPA surface inh = blocks generation of uPA at the cell surface. Potency, µM (doses to about 38.3 µM), without a hit: top-dose activity change, negative = inhibition, hits mostly inhibitors. cell surface uPA generation assay, qHTS. AID 540303. 0.31% of 330,000 active; active = well fitted inhibition curve with a large enough effect; inconclusive = small, poorly fitted or top-dose-only effect; inactive = no such curve, though single readings can be large or run the other way; tested in mouse RAW 264.7 cells; note: potency is the fitted concentration of half-maximal effect; % is set by controls: 0 for no effect and ±100 for the full control effect; nearly all actives have a fitted effect of over 55% in size
Mito fusion act = blocks mitochondrial division or promotes mitochondrial fusion; S. cerevisiae fusion-defective mutant growth rescue, CellTiterGlo 48 h; Potency, µM (series often up to 46.1 µM), without a hit: top-dose growth rescue (activation), most hits filed as activators; 0.23% of 320,000 active; AID 485298;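 note: potency is the fitted concentration of half-maximal effect; % of control where 0% means no effect; nearly all actives have a fitted effect of over 45% in size; temperature-sensitive fusion mutants such as fzo1-1 at 37 °C on non-fermentable ethanol glycerol medium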
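Read-out: ATP-based luminescence (CellTiterGlo, 10 min ambient) reporting growth of fusion-defective ts yeast after 48 hours at 37C on glycerol/ethanol YPEG medium in the presence of compound.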
Eya2 inh = inhibitors of human Eya2 phosphatase activity; O00167; recombinant Eya2, OMFP fluorescence dephosphorylation (OMFP is methylfluorescein phosphate); Potency, µM (titrated, usually from 76.9 µM), for the others: top-dose activity, negative = inhibition, hits mostly inhibitors; 0.006% of 330,000 active; AID 488837; note: potency is the fitted concentration of half-maximal effect; % is set by controls: 0 for no effect and ±100 for the full control effect
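Eya2 (0.2 uM) preincubated 10 min at ambient with compound, then OMFP substrate added at 50 uM; 10 min reaction in 50 mM HEPES pH 7.5, 50 mM NaCl, 5 uM MgCl2, 0.05% BSA, 1 mM DTT. Fluorescence read at Ex 485/Em 525 nm.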
BCR signal inh = blocks chronic active B-cell receptor signaling | 0.05% of 340,000 active | ABC-DLBCL IkBa-CBG/CBR reporter, luminescence ratio, 4 h | Potency, µM (titrated, usually from 46.1 µM), inactives show at the top dose ratio change, negative = lower green/red ratio, usual class: inhibitors; active = well fitted inhibition curve with a large enough effect in the signal ratio, with a control signal flat, not every such curve was filed as active; inconclusive = small, poorly fitted or top-dose-only effect, or effect the other way, or a change in a side signal; the % refers to the signal ratio;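 note: potency is the fitted concentration of half-maximal effect; plate controls were basal doxycycline-induced cells for no effect and cells given 10 µM MG132 for full effect; MG132 reads +100%, hits lower the ratio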
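Cell line TMD8 (human ABC DLBCL), stably expressing tet-inducible CBG68-IkBa fusion and CBR; IMDM/0.5% FBS; cpd up to 46 uM; dox induction, 4 h, 37C/5% CO2; dual luminescence; green/red ratio; MG132 control.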
USP2a block = USP2a (human) protease inhibition | O75604 | USP2 core, Ub-CHOP2 coupled fluorogenic reporter, 485/531 | Potency, µM (series often up to 38.3 µM), for inactives: top-dose activity change, negative = inhibition, most hits filed as inhibitors | 0.01% of 330,000 active;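 note: potency is the fitted concentration of half-maximal effect; plate controls were DMSO wells for no effect and full inhibition by NEM control for full effect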
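Cell-free coupled assay: 10nM USP2 core preincubated 30min RT with compound in Tris-HCl pH 8.0/CaCl2/CHAPS buffer, then 25nM Ub-CHOP2 and 25nM reporter substrate; fluorescence (Ex 485/Em 531) read after 60min RT, normalized to NEM inhibition, concentration-response curves fitted.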
ELG1 repair inh = blocks ELG1-dependent DNA repair in HEK293T cells. 2.3% of 330,000 active. AID 504467. Potency, µM (titrated, usually from 46.1 µM), without a hit: top-dose activity change, negative = inhibition, actives largely listed as inhibitors. HEK293T ELG1-luciferase reporter, luminescence, 16 h; DNA damage induced by 5-fluorouridine; note: potency is the fitted concentration of half-maximal effect; % is set by controls: 0 for no effect and ±100 for the full control effect; nearly all actives have a fitted effect of over 55% in size
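Cells (2,000 per well) received 5-fluorouridine plus test compound or DMSO and were incubated 16 hr at 37 °C, 5% CO2. Luciferase activity was read by luminescence 30 min after ONE-Glo addition; signal suppression marked inhibition of damage-induced ELG1 function.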
TSG101-PTAP inh = blocks PTAP/TSG101 interaction to inhibit HIV-1 budding; 340,000 tested, under 10 active; Potency, µM (series often up to 115 µM), for the others: at the top dose activity change, negative = inhibition, actives largely listed as inhibitors; Fluorescence polarization, FITC-PTAP peptide / Tsg101 binding; active = well fitted inhibition curve with a large enough effect in the main read-out, with a control signal flat, not every such curve was filed as active; inconclusive = small, poorly fitted or top-dose-only effect, or effect the other way, or a change in a side signal; inactive = no such curve, though single readings can be large or run the other way; note: potency is the fitted concentration of half-maximal effect; % of control where 0% means no effect
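FP read-out: FITC-PTAP peptide, 50 nM final, binding Tsg101 binding domain, 10 uM final; 20 min, r.t.; 10 mM HEPES pH 7.5, 0.15 M NaCl, 0.01% Tween 20, 3 mM EDTA, 0.1 mM TCEP.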
B2AR arrestin = agonists driving beta-arrestin recruitment to human beta2-adrenergic receptor; P07550; beta-arrestin recruitment to beta2AR, cell-based reporter; Potency, µM (doses to about 46.1 µM), for inactives: at the highest dose activation, usual class: activators; 0.02% of 330,000 active; AID 492947;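 note: potency is the fitted concentration of half-maximal effect; 0% = DMSO controls and full agonism = EC100 isoproterenol or metaproterenol; nearly all actives have a fitted effect of over 65% in size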
TSHR antagonist = human thyrotropin receptor antagonism; TSHR-expressing cells, TSH-stimulated cAMP HTRF, 2 h; active compounds read low; activity change, negative = inhibition, % at 11.5 µM; 0.2% of 330,000 active;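 active = activity change below a set negative limit, meaning inhibition stronger than a set level, cut at about -70% in these data; inconclusive = activity change between two set negative limits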; note: % is set by controls: 0 for no effect and ±100 for the full control effect
Target sequence (P16473 whole entry, looked up): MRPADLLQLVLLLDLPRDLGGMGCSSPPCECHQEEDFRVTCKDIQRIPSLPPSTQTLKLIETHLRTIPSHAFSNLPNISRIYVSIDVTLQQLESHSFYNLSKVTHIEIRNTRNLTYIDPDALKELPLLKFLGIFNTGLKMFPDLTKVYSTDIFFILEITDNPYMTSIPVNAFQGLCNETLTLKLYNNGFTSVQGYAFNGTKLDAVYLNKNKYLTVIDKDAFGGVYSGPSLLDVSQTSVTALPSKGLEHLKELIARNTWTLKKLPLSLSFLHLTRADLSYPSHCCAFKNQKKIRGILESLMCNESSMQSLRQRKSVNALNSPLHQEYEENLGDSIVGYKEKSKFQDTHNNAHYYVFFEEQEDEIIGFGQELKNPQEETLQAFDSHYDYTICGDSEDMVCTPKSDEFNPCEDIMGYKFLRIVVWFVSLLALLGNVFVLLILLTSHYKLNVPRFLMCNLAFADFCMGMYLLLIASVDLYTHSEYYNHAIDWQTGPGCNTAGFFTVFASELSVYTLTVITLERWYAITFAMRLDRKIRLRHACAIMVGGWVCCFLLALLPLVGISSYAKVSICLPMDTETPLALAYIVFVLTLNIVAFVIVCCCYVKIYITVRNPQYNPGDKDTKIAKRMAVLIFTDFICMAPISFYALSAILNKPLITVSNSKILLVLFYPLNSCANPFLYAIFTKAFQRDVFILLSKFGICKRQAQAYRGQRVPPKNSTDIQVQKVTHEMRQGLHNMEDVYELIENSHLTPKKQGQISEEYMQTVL
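TSHR-expressing cells were treated with compounds, then stimulated with TSH at EC80 (4nM final) for 2 hours at 37 deg C. Cellular cAMP was measured by HTRF competition between lysate cAMP and cAMP-d2 for a cryptate-labelled anti-cAMP antibody.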
Numbers without * were called inactive; ? = inconclusive; / = no result given; [ ] = remark or other dose. Unless noted, calls come from the whole dose curve; as a rule, active = well fitted curve in the direction sought with a large enough effect; inconclusive = small, poorly fitted or top-dose-only effect, or another doubt; inactive = no such curve, though single readings can be large; an effect the other way counts as inactive or inconclusive.

Molecule	TSG101-PTAP inh	B2AR arrestin	Mito fusion act	Eya2 inh	Tb PFK block	TSHR antagonist	TCR activator	uPA surface inh	BCR signal inh	USP2a block	ELG1 repair inh
CC(C)=CCc1c(O)cc2oc3c(CC=C(C)C)c(O)c(O)c(CC=C(C)C)c3c(=O)c2c1O	-4%	0.3%	-15%	-14%	-9%	-22	6%	-30%	-10%	-29%	?
COc1ccccc1N1CCN(CCCCOc2ccc(F)cc2)CC1	2%	-0.6%	9%	-5%	-6%	6	-2%	1%	17%	-1%	-7%
Cc1cc(C)cc(NC(=O)C2CCCN2C(=O)NC2CCCCC2)c1 (configuration not stated)	5%	0.2%	1%	-4%	1%	-1	1%	-4%	21%	-2%	-1%
CCOC(=O)C1=C(C)OC(N)=C(C#N)C1c1cccs1 (configuration not stated)	-1%	0.1%	6%	8%	-5%	-5	-2%	-5%	?	1%	6%
Cc1nnc(SCC(=O)N2CCCC(C(=O)c3ccc(Cl)cc3)C2)o1 (configuration not stated)	0%	0.5%	3%	5%	3%	14	-3%	-9%	2%	10%	-13%
COc1ccc(OC)c(NC(=O)CC(Cc2ccccc2OC)C(=O)O)c1 (configuration not stated)	-6%	-2.4%	2%	-6%	-2%	0	5%	/	-2%	0%	-8%
COc1ccc2oc(=O)c(C(=O)N3c4ccccc4CC3C)cc2c1 (configuration not stated)	-6%	0.1%	6%	12%	-1%	-3	/	/	-1%	3%	?
Nc1cc(N)cc(C(=O)Nc2ccc3c(c2)C(=O)NC3=O)c1	-3%	0.6%	-1%	-5%	?	-4	-8%	4%	1%	0%	1%
O=C(Cc1ccc(N2CCNC2=O)cc1)N1CCCC(Nc2ccc(F)c(F)c2)C1 (configuration not stated)	-8%	-0.5%	2%	12%	-6%	8	-3%	-16%	-18%	2%	2%
CCN(Cc1ccccc1)S(=O)(=O)CCNC(=O)c1ccc(OC)cc1	-2%	-0.3%	4%	0%	-9%	20	1%	0%	-2%	1%	10%
Cc1csc2nc(O)c(C(=O)NC3CCCCCC3)c(=O)n12	-3%	0.0%	-2%	-3%	2%	-3	5%	0%	?	-1%	22%
CNS(=O)(=O)c1cccc(C(=O)OCC(=O)N2CC(C)OC(C)C2)c1 (configuration not stated)	-1%	-0.3%	-3%	12%	4%	1	9%	1%	6%	3%	-6%
N#CN=C1SCCS1	-4%	-0.7%	-1%	-6%	1%	1	-1%	-4%	?	4%	4%
CCC12CN(C(=O)c3ccc(OC)cc3)CC(CC)(CN(C(=O)c3ccc(OC)cc3)C1)C2=O	-9%	0.0%	-6%	-19%	-3%	-7	-6%	-1%	-1%	2%	-6%
O=C(c1cc2ccccc2[nH]1)N1CCOCC1	0%	-0.4%	-1%	-2%	-3%	0	-1%[46.1 µM]	6%	-4%	5%	25%

Rewritten with two lines to a compound: five of the compounds above.
Second line of a record: TSG101-PTAP inh, B2AR arrestin, Mito fusion act, Eya2 inh, Tb PFK block, TSHR antagonist, TCR activator, uPA surface inh, BCR signal inh, USP2a block, ELG1 repair inh
> CC(C)=CCc1c(O)cc2oc3c(CC=C(C)C)c(O)c(O)c(CC=C(C)C)c3c(=O)c2c1O
 : -4%, 0.3%, -15%, -14%, -9%, -22, 6%, -30%, -10%, -29%, ?
> COc1ccccc1N1CCN(CCCCOc2ccc(F)cc2)CC1
 : 2%, -0.6%, 9%, -5%, -6%, 6, -2%, 1%, 17%, -1%, -7%
> Cc1cc(C)cc(NC(=O)C2CCCN2C(=O)NC2CCCCC2)c1 (configuration not stated)
 : 5%, 0.2%, 1%, -4%, 1%, -1, 1%, -4%, 21%, -2%, -1%
> CCOC(=O)C1=C(C)OC(N)=C(C#N)C1c1cccs1 (configuration not stated)
 : -1%, 0.1%, 6%, 8%, -5%, -5, -2%, -5%, ?, 1%, 6%
> Cc1nnc(SCC(=O)N2CCCC(C(=O)c3ccc(Cl)cc3)C2)o1 (configuration not stated)
 : 0%, 0.5%, 3%, 5%, 3%, 14, -3%, -9%, 2%, 10%, -13%

New compounds follow
Molecule	TSG101-PTAP inh	B2AR arrestin	Mito fusion act	Eya2 inh	Tb PFK block	TSHR antagonist	TCR activator	uPA surface inh	BCR signal inh	USP2a block	ELG1 repair inh
C[C@@]12C(=O)N(Cc3ccccc3)CC(=O)N1[C@H]1c3ccccc3OC[C@@H]1[C@@H]2c1ccccc1	-2%	0.0%	23%	7%	1%	-15	-6%	1%	3%	-1%	?
COc1cccc2c(=S)c(CCC(C)=O)c(C)[nH]c12	-5%	-1.3%	-4%	-25%	16%	69	-18%[46.1 µM]	-4%	?	2%	?
Cc1sc2ncnc(N/N=C/c3ccc(O)cc3)c2c1C	-3%	0.1%	-4%	-7%	1%	27	0%[46.1 µM]	6%	?	0%	?
Cc1ccc(O)c(C2=Nc3ccccc3N=C(c3cccs3)C2)c1	-7%	-0.9%	13%	7%	0%	23	-5%[46.1 µM]	3%	10%	0%	14%
CC1C(=O)N(Cc2ccc([N+](=O)[O-])cc2)c2ccccc2N1C(=O)c1c(F)cccc1F (configuration not stated)	-3%	-0.6%	10%	4%	-2%	-26	0%	-7%	-1%	3%	-14%
Cc1cccc(C)c1OC(=O)CCN1C(=O)C2C3C=CC(C4CC34)C2C1=O (configuration not stated)	-2%	-0.1%	4%	-9%	0%	-4	-3%	3%	3%	1%	1%
OCCC1CN(Cc2cccn2-c2ncccn2)CCN1CCc1ccccc1 (configuration not stated)	0%	-0.8%	-1%	-7%	-3%	5	-4%	3%	-5%	3%	-3%
O=C(NC(=S)N1CCN(c2ccc(O)cc2)CC1)c1ccco1	-1%	-0.5%	/	-11%	0%	3	2%	?	-1%	3%	-7%
Nc1nc(-c2ccccc2)cc(C(F)(F)F)n1	-4%	0.0%	-2%	3%	-2%	-4	8%	/	?	0%	15%
COc1ccc2c(=O)c3c(=O)n(-c4ccccc4)c(-c4ccc(C)cc4)nc3oc2c1	0%	10%	3%	1%	-5%	-2	-4%	-1%	?	0%	?
O=C(CS(=O)(=O)c1ccc(F)cc1)NCCS(=O)(=O)c1ccccc1	2%	-0.3%	0%	1%	-7%	-6	-3%	-3%	4%	-1%	0%
O=C(Nc1ccccc1F)c1cc(Cl)sc1Cl	-1%	-1.2%	3%	5%	0%	0	7%	4%	-1%	4%	21%
CC(=O)c1ccc(Oc2cc(-c3ccccc3)nc(-c3ccccc3)n2)cc1	-2%	0.3%	-5%	7%	0%	19	0%[46.1 µM]	-4%	10%	1%	-10%
COCCOC(=O)c1c(C)n(C)c2ccc(OC(=O)c3cccs3)cc12	-2%	-0.2%	1%	-14%	6%	8	2%	/	9%	-2%	5%
COc1ccccc1CNC(=O)c1ccoc1C	-4%	-0.2%	-4%	-1%	-1%	5	-13%	/	-1%	-1%	0%
CCN(CC)CCNC(=O)Cn1nc(-c2ccc(C)cc2)ccc1=O	0%	-0.3%	4%	-15%	5%	4	3%	-10%	-10%	1%	-5%
c1ccc(-c2cc(NCCN3CCCCC3)c3ccccc3n2)cc1	-3%	-1.0%	-9%	-2%	0%	6	-3%	-15%	?	-4%	?
O=C(O)c1ccc(CS(=O)(=O)c2c(Cl)cccc2Cl)o1	-5%	-0.6%	14%	-11%	1%	7	-1%	2%	-1%	0%	0%
Clc1ccc(SCCn2ccnc2)cc1	-6%	0.5%	-7%	23%	-2%	4	1%	-8%	?	-2%	-9%
COc1cccc2cc(C(C)N(CCCN3CCOCC3)C(=S)Nc3ccc(C)cc3)oc12 (configuration not stated)	-4%	0.4%	-22%	-18%	4%	-23	-1%	-6%	?	-3%	14%
Cc1ccccc1Nc1nc(-c2cccnc2)nc2ccccc12	-4%	-1.2%	21%	-16%	3%	15	-2%	11%	?	2%	?

Compound activity as filed in PubChem BioAssay.
